EWS-Fli block – EWS/Fli-driven NR0B1 reporter inhibitors, primary screen, A673 cells, NR0B1 luciferase, luminescence, MLPCN library; viability-normalised; inhibition, % at 12.6 µM; 350,000 compounds, 0.67% hits;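 active means mean inhibition of at least 50% after viability correction, with every replicate also passing that limit; inconclusive means mean reaches 50% but only one of two replicates passes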;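 further: firefly luciferase signal divided by Alamar Blue viability fluorescence both relative to DMSO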
PAX8 inh HTS – inhibitors of PAX8-driven TPO luciferase reporter, primary screen, RMG-I cells, single concentration | 360,000 compounds, 1.2% hits | AID 652154, 2013 | inhibition, % at 12.6 µM | SteadyGlo, 24 h;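 active means mean replicate inhibition at least 60% with every replicate also reaching 60%; inconclusive means only one of the two criteria is met; inactive means mean below 60% and not all replicates reaching 60%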;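 further: luciferase light reporting Pax8 driven TPO promoter activity; plate controls were median of neutral control wells for no effect and mitoxantrone controls for full effect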
SIRT5 inh – SIRT5 desuccinylase inhibitors, primary screen, biochemical, fluorescence imaging, single point, set 5. 330,000 compounds, 1.1% hits. AID 652115, 2013. NAD-dependent protein deacylase sirtuin-5, mitochondrial (Homo sapiens), Q9NXA8. Purified SirT5, succinyl-peptide AMC, trypsin-coupled fluorescence. inhibition, % at 15 µM; in the data active means inhibition above about 15%; inconclusive means no clear call, values can overlap the other calls
Target sequence (Q9NXA8 whole entry, looked up): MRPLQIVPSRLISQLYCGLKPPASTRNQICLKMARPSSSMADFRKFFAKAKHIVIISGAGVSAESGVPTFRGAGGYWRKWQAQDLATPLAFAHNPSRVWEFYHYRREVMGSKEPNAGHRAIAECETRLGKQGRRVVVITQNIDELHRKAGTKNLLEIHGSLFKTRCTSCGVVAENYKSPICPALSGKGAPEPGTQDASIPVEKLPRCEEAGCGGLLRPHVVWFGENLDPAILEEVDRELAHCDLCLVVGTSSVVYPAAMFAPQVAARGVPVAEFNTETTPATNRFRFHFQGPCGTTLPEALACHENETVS
DENV2 CPE – inhibitors of DENV2 cytopathic effect, primary screen, cell-based, plate reader, single concentration | CPE inhibition, % at 9.99 µM | 350,000 compounds, 1.7% hits | AID 651640, 2012 | DENV2-infected cells, cytopathic effect rescue; in the data active means CPE inhibition above about 20%, passing the limit was not always enough; inconclusive means no clear call, values can overlap the other calls; tested in BHK-21 cells;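 further: 0% = median of neutral control wells and 100% = median of positive control wells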
LGR2 inh – inhibitors of bursicon-induced LGR2 CRE-luciferase signal, primary screen, cell-based, HEK293, CRE-luciferase reporter, bursicon stimulation. Drosophila bursicon receptor LGR2 (rickets). bursicon-stimulated, 4 h. inhibition, % at 9.99 µM. 380,000 compounds, 0.35% hits. AID 720647, 2013;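 active means drop in luminescence signal, shown as inhibition above about 50% in the replicate tests, limit read from the data, passing the limit was not always enough; inconclusive means probably only some replicates passing the limit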;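 further: agonist challenge used bursicon conditioned medium at about half maximal strength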
ARNT-TACC3 inh – disruptors of ARNT/TACC3 protein interaction, primary screen, biochemical, AlphaScreen, single concentration; AlphaScreen His-ARNT PAS-B/GST-TACC3 binding, luminescence; TACC3 fragment carries E629A point mutation; inhibition, % at 9.99 µM; 390,000 compounds, 0.66% hits; AID 623870, 2012;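 active means mean inhibition of replicates at least 50% and at least half of replicates each reaching 50%; inconclusive means half or more replicates reach 50% but mean below 50%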;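 further: 0% = complete ARNT plus TACC3 wells and 100% = ARNT alone without TACC3; many hits fall short of the cut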
Casp6 inh – human caspase-6 inhibitors, primary screen, biochemical, VEID-R110 fluorescence, single point, set 2 | purified caspase-6, Z-VEID-R110 cleavage fluorescence | inhibition, % at 12.5 µM | 350,000 compounds, 0.53% hits;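 active means mean inhibition across replicates at least about 35%, with every replicate also reaching that limit, limit read from the data; inconclusive means only one of the two criteria met; inactive means neither criterion met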;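 further: 0% = median of neutral control wells and 100% = no fluorescence left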
Target sequence (P55212 24-179 limits assumed): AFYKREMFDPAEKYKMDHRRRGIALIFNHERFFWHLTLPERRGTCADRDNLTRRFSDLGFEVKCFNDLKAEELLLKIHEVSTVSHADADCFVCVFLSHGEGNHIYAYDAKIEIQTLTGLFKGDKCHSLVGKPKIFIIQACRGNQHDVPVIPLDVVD
Target sequence (P55212 194-293 limits assumed): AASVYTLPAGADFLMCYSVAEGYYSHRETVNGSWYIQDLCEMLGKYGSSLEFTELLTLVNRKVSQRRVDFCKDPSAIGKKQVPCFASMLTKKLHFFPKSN
The depositor's hits bear a star; ? = inconclusive; · = no result given; & = joins results of further samples; ! = not active in a repeat.

Second line of a record – EWS-Fli block	PAX8 inh HTS	SIRT5 inh	DENV2 CPE	LGR2 inh	ARNT-TACC3 inh	Casp6 inh
O=c1[nH]c(=S)[nH]c(O)c1N=Nc1ccc2c(c1)OCCO2
→ -14	-44	0	4	21	-4	-1
CC(C)COC(=O)c1ccccc1C(=O)OCC(C)C
→ -7	·	10	-18	3	2	-2
CC(C)CC#Cc1ccc([C@@H]2[C@@H](CO)N3CCCCN(C(=O)Cc4ccccn4)C[C@@H]23)cc1
→ 17	20	5	-4	19	8	2
CNC(=O)c1cccn(Cc2cc(C(F)(F)F)cc(C(F)(F)F)c2)c1=O
→ 19	29	5	-4	-16	3	-2
COC(=O)C[C@H]1CC[C@H]2NC[C@H](O)COC[C@@H]2O1
→ 0	5	3	-3	-22	-9	1
CN1CCc2nc(SCc3ccccc3Br)c(C#N)cc2C1
→ -5	-15	0	-3	24	7	13
Cc1ccc(OCC(=O)N2CCCC(N3CCN(c4ccc(F)cc4)CC3)C2)cc1 (stereo not given)
→ ·	-10	-2	-4	-5	8	3
C[C@@H]1CN([C@@H](C)CO)C(=O)CCCn2cc(nn2)CO[C@@H]1CN(C)C(=O)Oc1ccc2ccccc2c1
→ -5	·	-5	-1	8	-3	-2
O=C1NCN(c2ccccc2)C12CCN(C(c1ccnc3ccccc13)c1nnnn1C1CCCCC1)CC2 (stereo not given)
→ 5	23	1	0	31	·	4
O=C1CC(c2cccnc2)=NN1c1ccccc1
→ 4	10	-5	6	18	4	10
COc1ccc(-c2nc3ccc(C(=O)N4CCC5(CC4)OCCO5)cc3nc2-c2ccc(OC)cc2)cc1
→ ·	-6	1	-3	-6	25	0
CCC1=Nc2cc(C(=O)N3CCC4(CC3)OCCO4)ccc2Sc2ccc(Br)cc21
→ ·	21	-1	-4	10	9	-2
O=C1C2CCN(CC2)C1(CO)CO
→ -4	40	-5	-1	14	·	-7
CC(c1ccccc1)(c1ccccc1)c1ccncc1
→ 3	21	-3	3	2	6	2
CCC1(C(=O)c2ccc(C)cc2)C2c3ccccc3OC(=O)C21C(=O)O (stereo not given)
→ 4	-3	-4	4	6	-3	1
CCOc1ccc(NC(=O)c2c(O)[nH]c(=O)[nH]c2=O)cc1
→ -8	-20	1	10	2	0	-4
O=C1N(c2ccccc2)C(c2cccnc2)N2CCCN12 (stereo not given)
→ 6	12	-1	7	-8	-2	1
COc1ccc(C#Cc2ccc([C@H]3[C@H]4CN(C(=O)Cc5cccnc5)CCCCN4[C@H]3CO)cc2)cc1
→ -13	22	6	5	-37	17	3
CN(C)CC#CCn1c2ccccc2c2ccccc21
→ 14	-14	-1	2	-17	·	-2
CCOC(=O)c1c(C=O)c2ccccc2n1Cc1ccccc1F
→ 10	33	-16	9	7	-10	-4
N#CC1(c2ccccc2)CCN(C2CC(=O)N(c3ccc(F)cc3)C2=O)CC1 (stereo not given)
→ ·	-1	·	·	8	-1	·
O=C1/C(=C\c2ccc([N+](=O)[O-])cc2)N2CCC1CC2
→ -58	-8	-3	0	7	·	6
Cc1cc(C(=O)CS(=O)(=O)c2ccccc2)cc(C)c1OC(=O)N(C)C
→ -71	-47	-4	2	-75	-2	-3
COCCNC(=O)c1c(NC(=O)c2ccc(Br)o2)n(Cc2ccccc2)c2nc3ccccc3nc12
→ 4	-18	·	·	15	-7	·
Clc1ccc(C2NCCc3[nH]cnc32)cc1 (stereo not given)
→ 11	10	0	-1	0	0	-13
CCC(=O)O[C@H]1CC[C@H]2[C@@H]3CCC4=CC(=O)CC[C@]4(C)[C@H]3CC[C@]12C
→ -3	·	·	-5	6	2	3
O=c1c2ccccc2nc(/C=C/c2ccco2)n1-c1ccccc1O
→ -3	8	0	-6	-12	8	9
CN1C(=O)C(=Cc2ccccc2OCc2ccccc2Cl)C(=O)N(C)C1=O
→ ·	38	·	·	10	1	·
O=C1NC(=S)NC(=O)C1=Cc1ccc(OCc2ccccc2)cc1
→ -67	-192	·	11	-22	4	8
O[C@@H]1CCCN2CCc3c([nH]c4ccccc34)[C@H]12
→ 10	·	0	-6	-11	10	-2
COC(=O)C1=C(c2ccc(OC)c(OC)c2)C[C@@H]2CC[C@H]1N2C(=O)NCCOc1ccccc1Cl
→ 3	-4	·	-6	17	1	2
CC12CCC3C(CC=C4CC(O)CCC43C)C1CC(=CN1CCOCC1)C2=O (stereo not given)
→ 2	36	-4	5	4	·	-2
CCNc1nc(NC(C)(C)C)nc(SC)n1
→ 3	-58	0	11	-19	-6	2
COC(=O)C1=C(c2ccccc2)C[C@@H]2CC[C@H]1N2C(=O)N1CCOCC1
→ -13	-3	·	38*	-6	·	-1
CCOP(=O)(OCC)C(NC(=O)CN1C(=O)c2ccccc2S1(=O)=O)C(Cl)(Cl)Cl (stereo not given)
→ -6	-12	-2	-15	19	-10	-3
CCC1(C)CC(CCNCc2ccc(N(C)C)cc2)(c2ccc(F)cc2)CCO1 (stereo not given)
→ 10	5	1	13	11	10	-3
O=S1c2ccccc2-c2ccccc21
→ 7	0	·	8	-10	·	-6
O=[N+]([O-])[N-][n+]1cnn(Cc2ccc(Cl)cc2)c1
→ 0	11	-2	1	14	2	0
C#C[C@]1(O)CCC2C3C(CC[C@@]21C)[C@@]1(C)CC[C@@H](O)CC1=C[C@H]3O (stereo not given in full)
→ 4	-4	-3	0	0	-8	2
CCC(C)n1c(C)cc(C(N)=O)c1C (stereo not given)
→ 4	15	0	19	-2	2	0
CC1C2Cn3c(nc4ccccc43)C1N(C)O2 (stereo not given)
→ 4	-7	-6	-10	-11	-3	1
COc1ccc(OC)c(CN2CCN(C(=O)Cc3ccccc3)CC2)c1
→ -4	-8	0	3	5	0	1
N#CCC(=O)NN1Cc2ccccc2C1=N
→ -8	-15	0	5	-8	3	0
Cc1onc(-c2c(Cl)cccc2Cl)c1C(=O)Nc1ccc2c(C(F)(F)F)cc(=O)oc2c1
→ 10	21	-5	3	1	3	3
COc1ccc(-n2nnnc2C(c2ccccc2OC(F)(F)F)N2CCC3(CC2)C(=O)NCN3c2ccccc2)cc1 (stereo not given)
→ 7	24	0	-20	18	·	0
O=C1NC(=O)C(=Cc2ccco2)C(=O)N1
→ -14	-9	·	-1	12	-3	29
C=CCn1c(O)c(C(C)=Nc2ccc3c(c2)CCC3)c(=O)[nH]c1=O
→ 12	-6	-3	1	7	-4	2
Cn1c(N)c(C(=O)COC(=O)Cc2ccccc2)c(=O)n(C)c1=O
→ 8	-1	·	-5	10	1	-2
COC(=O)C(O)(c1ccc(NC(=O)c2cccs2)c(C)c1)C(F)(F)F (stereo not given)
→ 6	-5	-1	-4	3	-4	-2
CCc1cccc(CC)c1NC(=S)N1CC2CC(C1)c1cccc(=O)n1C2 (stereo not given)
→ -2	-6	1	10	-3	-5	-2
Cc1ccccc1CCNCc1cc2cccc(C)c2[nH]c1=O
→ 0	0	1	-3	-8	·	-6
CCCCn1c(=O)c(C(=O)NCCc2ccccc2)c(O)c2ccccc21
→ 8	-2	1	-5	9	-3	-15
CN1CCN(C(=O)COc2ccc(S(=O)(=O)Nc3ccc(Cl)cc3)cc2)CC1
→ -3	13	·	-7	-20	·	-4
Cn1c(O)c(C=Nc2ccc(Br)cc2)c(=O)n(C)c1=O
→ 2	17	1	-4	1	24	-1
CC(C)(C)N1CC(C(=O)c2ccccc2)C1c1ccccc1 (stereo not given)
→ -7	27	0	19	-7	1	-2
c1ccc(-c2[nH]c(-c3ccccc3)[n+](CC3CO3)c2-c2ccccc2)cc1 (stereo not given)
→ ·	4	·	·	39	-3	·
c1cncc(-c2ccc(C3[C@H]4CNC[C@@H]3N4CC3CC3)cc2)c1 (stereo not given in full)
→ -12	-9	·	2	-4	·	·
Cc1sc(-n2c(C)cc(C=C3C(=O)NC(=O)NC3=O)c2C)c(C#N)c1C
→ -5	-11	-2	4	14	·	6
CN1CN(c2ccccc2)C2(CCN(CCCSc3ccccc3NC(=O)/C=C/c3ccccc3)CC2)C1=O
→ -12	7	-8	-1	17	18	3
C[C@]12CCC3C(CC[C@H]4[C@@H](O)[C@H](O)CC[C@]34C)C1CCC2=O (stereo not given in full)
→ 0	13	·	-5	-10	-8	-1

(list continues)
Second line of a record – EWS-Fli block	PAX8 inh HTS	SIRT5 inh	DENV2 CPE	LGR2 inh	ARNT-TACC3 inh	Casp6 inh
CC(C)(C)[C@]1(O)C[C@@H]2OC(=O)C[C@@]23C(=O)O[C@@H]2OC(=O)[C@H](O)[C@]213
→ -6	-10	0	2	-1	·	-1
CC(=O)NCC1=C(c2cccc3ccccc23)C[C@@H]2CC[C@H]1N2Cc1ccco1
→ -1	3	0	3	-3	·	-2
O=c1c2ccccc2nc(/C=C/c2ccc(O)cc2)n1-c1cccc(O)c1
→ 24	22	-3	-1	27	-3	2
COC(=O)[C@@H]1[C@@H](CO)[C@@H]2Cn3c(ccc(C4=CCCCC4)c3=O)[C@H]1N2CCc1ccccc1
→ 5	12	-18	-1	-10	-3	-1
C[C@@H]1CN([C@@H](C)CO)C(=O)CCCn2nncc2CO[C@H]1CN(C)C(=O)Oc1ccc2ccccc2c1
→ -5&9&0	-6&1&-1	-2&3	50*!	1&3	-3	-1&3
Fc1cccc(-c2ccc3c(c2)CN(c2cccc(Cl)c2)Cc2cnnn2-3)c1
→ 4	1	0	-3	2	·	0
O=C1CN=C(c2ccccc2)c2ccccc2N1
→ 6	-6	-2	?	-5	-4	·
COc1ccc(C(C)=O)cc1CC(C(=O)c1ccc(C)cc1)N(C)C (stereo not given)
→ -3	-6	-13	-4	-14	-5	-5
COc1cccc(CN2CC=C(c3ccc(F)cc3)CC2)c1
→ 5	7	0	?	1	3	2
O=C1NC(=O)N(CCc2ccc(F)cc2)C(=O)/C1=C/c1cccs1
→ 18	-5	0	1	10	13	·
CC(C)(C)C(=O)N1Cc2cc(N3CCCCC3)ccc2-n2nncc2C1
→ -13	5	-5	18	-29	·	0
CCCCC1(CCO)C(=O)NC(=S)NC1=O
→ 0	-5	-3	-2	-2	-2	1
Nc1ccccc1C(=O)OCC(=O)c1ccc2c(c1)OCCO2
→ -28	-105	3	3	26	-7	-1
O=P(Nc1ccccc1)(Nc1ccccc1)Oc1ccccc1
→ 6	10	3	·	·	·	-4
O=C(O)c1ccc(N=Cc2c(O)n(Cc3ccc(F)cc3)c(=O)[nH]c2=O)cc1
→ 7	15	4	-6	-14	-2	6
Cc1c(C(=O)C(=O)N2CCOCC2)c2ccccc2n1Cc1ccccc1
→ ·	23	3	4	11	-2	6
O=C(c1ccccc1)C1NC1c1ccccc1 (stereo not given)
→ -28	-50	·	5	-41	-1	0
O=C(c1ccc2c(=O)n(Cc3ccc4c(c3)OCO4)c(=S)[nH]c2c1)N1CCC2(CC1)OCCO2
→ 7	·	-1	·	-3	-12	3
C[C@@H]1CN([C@H](C)CO)C(=O)CCCn2nncc2CO[C@H]1CN(C)C(=O)Oc1ccccc1
→ -2&4&-4	2&-5	-2&1&0	?	-14&-8	-1&1	3&-1&-1
O=c1c2ccccc2nc(-c2ccccc2)n1-c1ccccc1
→ 9	-7	2	-2	-3	0	0
N#CC(c1cccnc1)N1CCOCC1 (stereo not given)
→ -16	-9	-4	7	6	-14	-2
COC(=O)[C@H]1C[C@@H]1[C@H](NP(=O)(c1ccccc1)c1ccccc1)c1ccccc1
→ -2	-24	-3	?	14	·	-2
C=CCCC1(C2=CCCCC2)C(=O)NC(=O)NC1=O
→ 0	·	-4	27*	16	-6	-1

Only part of the results is shown; rates above refer to the full screens.
